# Bioassay records as filed in PubChem.
# FEN1 inhibitor: inhibitors of human flap endonuclease 1. P39748. Recombinant FEN1 flap cleavage, fluorescence, 15 min. Potency, µM (doses to about 114 µM), without a hit: top-dose activity change, negative = inhibition, actives largely listed as inhibitors. 0.35% of 390,000 active; note: nearly all actives have a fitted effect of over 65% in size
# Target sequence (P39748 whole entry, looked up): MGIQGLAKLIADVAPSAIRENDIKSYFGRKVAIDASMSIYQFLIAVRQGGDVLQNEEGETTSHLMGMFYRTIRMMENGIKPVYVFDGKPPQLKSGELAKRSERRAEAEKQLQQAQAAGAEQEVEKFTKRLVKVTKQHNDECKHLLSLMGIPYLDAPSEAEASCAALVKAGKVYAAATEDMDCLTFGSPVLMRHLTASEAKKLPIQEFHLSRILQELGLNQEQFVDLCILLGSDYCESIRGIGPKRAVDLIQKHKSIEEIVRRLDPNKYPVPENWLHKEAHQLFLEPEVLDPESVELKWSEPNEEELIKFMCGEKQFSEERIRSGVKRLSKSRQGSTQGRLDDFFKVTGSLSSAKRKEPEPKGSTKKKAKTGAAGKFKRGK
#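 With each library titrated from low to high concentration, compounds met 10 nM FEN1 for 15 min at room temperature before 50 nM substrate was added; readings at 0 and 15 min fed four-parameter Hill curve fits.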
# N370S GC: N370S glucocerebrosidase modulation, Gaucher chaperone candidate; N370S GC spleen homogenate, 4MU-glucoside fluorescence; Potency, µM (top dose mostly 59.4 µM), inactives show top-dose activity change, negative = inhibition, usual class: inhibitors; 0.092% of 330,000 active;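 note: 0% = full enzyme activity and -100% = no enzyme basal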
# GCN5L2 inh: GCN5L2 (KAT2A) acetyltransferase inhibition; AID 504327; 0.21% of 390,000 active; GCN5L2 HAT assay, ThioGlo1 CoA-SH fluorescence; Potency, µM (highest dose often 58.9 µM), for inactives: at the highest dose activity change, negative = inhibition, usual class: inhibitors
#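 ThioGlo1-coupled HAT assay: 20nM GCN5L2, 70uM acetyl-CoA, 75uM H3(1-25) peptide, pH 7.5. Fluorescence read at 340/540nm at start and after 20 min at room temperature.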
# Active calls of the source: *; u = inconclusive; x = no result given; [ ] = remark or other dose. Calls come from the whole dose curve; as a rule, active = well fitted curve in the direction sought with a large enough effect; inconclusive = small, poorly fitted or top-dose-only effect, or another doubt; inactive = no such curve, though single readings can be large; an effect the other way counts as inactive or inconclusive. Unless noted, % is set by controls: 0 for no effect and ±100 for the full control effect; potency is the fitted concentration of half-maximal effect. Rows were taken by chance; any-hit rate near 0.54%.
SMILES,FEN1 inhibitor,N370S GC,GCN5L2 inh
CC(C)c1ccc(NC(=O)CN2C(=O)NC(Cc3c[nH]c4ccccc34)C2=O)cc1 (stereo not drawn),15%,x,-5%
COc1ccc(S(=O)(=O)Nc2cc([N+](=O)[O-])ccc2OC)cc1,2%,3%,3%
CCOc1ccc(CN(C(=O)/C=C/c2ccco2)C2CCS(=O)(=O)C2)cc1 (stereo not drawn),-7%,-4%,-6%
CCOC(=O)CC1C(=O)NCCN1S(=O)(=O)c1ccc(Cl)cc1Cl (stereo not drawn),4%,13%,3%
Cc1ccc(NC2=C(NCCO)C(=O)c3ccccc3C2=O)cc1,-11%,17%,-3%
O=C1CC(c2ccccc2F)c2c(c3ccccc3[nH]c2=O)O1 (stereo not drawn),-6%,7%,1%
N#Cc1cc2c(nc1SCc1cccnc1)CCC2,-11%,-4%,-9%
CCc1c(O)nc(SCc2ccc(F)cc2)[nH]c1=O,3%,-1%,9%
N/C(=N\OC(=O)c1cccs1)C1(c2ccc(Cl)cc2Cl)CC1,5%,23%,3%
CC(C)N(Cc1ccccc1)C(=S)Nc1ccccc1F,-1%,5%,2%
COc1ccc(N(CC(=O)N/N=C/c2ccccc2OC)S(=O)(=O)c2ccccc2)cc1,-6%,-9%,-15%
Cc1nnc(SCC(=O)NNC(=O)c2ccco2)n1-c1ccccc1,8%,3%,-10%
O=C(Nc1ccc(F)cc1F)Nc1sccc1-c1nc2ccccc2s1,u,18%,-7%
CO/N=C\c1cc(C(=O)c2ccc(Cl)cc2Cl)cn1C,1%,21%,-4%
COc1cccc(Cn2c(=O)c(C)nc3cnc(N4CCOCC4)nc32)c1,x,-1%,9%
Cc1cccc(OCC(=O)N/N=C\C=C\c2ccc3c(c2)OCO3)c1C,-1%,3%,12%
Cc1sc2nc(CSCC(=O)Nc3cc(F)ccc3F)[nH]c(=O)c2c1C,-8%,x,-3%
COC(=O)c1ccccc1NC(=O)CSc1nnc(-c2ccc(OC)cc2)n1C,1%,-6%,-7%
COc1ccccc1NS(=O)(=O)c1ccc(C(=O)NCCCn2ccnc2)cc1,23%,x,-1%
CN(C)c1ccc(/C=N/NC(=O)CN(c2cccc(Cl)c2)S(C)(=O)=O)cc1Br,-19%,1%,-23%

# Sorted by SMILES length (ascending): six of the compounds above
SMILES,FEN1 inhibitor,N370S GC,GCN5L2 inh
CC(C)N(Cc1ccccc1)C(=S)Nc1ccccc1F,-1%,5%,2%
O=C1CC(c2ccccc2F)c2c(c3ccccc3[nH]c2=O)O1 (stereo not drawn),-6%,7%,1%
N/C(=N\OC(=O)c1cccs1)C1(c2ccc(Cl)cc2Cl)CC1,5%,23%,3%
Cc1cccc(OCC(=O)N/N=C\C=C\c2ccc3c(c2)OCO3)c1C,-1%,3%,12%
COc1ccc(S(=O)(=O)Nc2cc([N+](=O)[O-])ccc2OC)cc1,2%,3%,3%
CN(C)c1ccc(/C=N/NC(=O)CN(c2cccc(Cl)c2)S(C)(=O)=O)cc1Br,-19%,1%,-23%

# The results go on:
SMILES,FEN1 inhibitor,N370S GC,GCN5L2 inh
COc1cccc(-n2c(SCC(=O)Nc3cc(C)on3)nc3ccccc3c2=O)c1,0%,5%,1%
OCCN(CCO)Cc1csc2ccccc12,-1%,9%,-1%
Clc1ccc(-c2cnc(Oc3ccccc3)nc2)cc1,6%,2%,-4%
COC(=O)C1CCN(C(=O)c2sc3nc(-c4ccc(F)cc4)cn3c2C)CC1,7%,-5%,-4%
CC(C)(C)S(=O)(=O)c1cnc2c(-c3ccc(Cl)cc3)cnn2c1N,-18%,11%,175%[activator]
CCc1ccc(C(=O)/C=C/NCc2ccc(F)cc2)cc1,5%,12%,-26%
CS(=O)(=O)N(CCc1ccccc1)CC(N)=O,7%,4%,5%
C=CCNC(=S)N/N=C(\C)c1cccc(NC(C)=O)c1,-1%,-2%,-2%
CCOc1cc(C2C3=C(CCCC3=O)N(CC(=O)O)C3=C2C(=O)CCC3)ccc1OC,19%,-5%,-10%
COc1cccc(OC)c1C(=O)OCC(=O)NCC(C)C,-16%,-9%,-7%
CCOC(=O)C1C(=O)NC(N2CCN(CC)CC2)=NC1c1ccccc1 (stereo not drawn),5%,-1%,-6%
CC(=O)Nc1ccc(S(=O)(=O)Nc2nc3ccccc3nc2Nc2ccc(C(=O)O)c(O)c2)cc1,20µM*,x,u
CC1(c2ccc(OC(F)F)cc2)NC(=O)N(CC(=O)Nc2cccc(F)c2)C1=O (stereo not drawn),-4%,-25%,-2%
COc1ccc(C(=O)Nc2ccc(S(=O)(=O)Nc3onc(C)c3C)cc2)cc1,8%,6%,-2%
Cc1cc(N=NC(=O)c2ccccc2)ccc1O,-16%,-9%,-10%
COc1ccccc1CNC(=O)CC(c1ccc(C)cc1)N1Cc2ccccc2C1=O (stereo not drawn),-1%,x,-3%
Cc1ccc(NC(=O)c2cc(C)no2)cc1,14%,-6%,3%
Cc1csc(C(C)N(C)C(=O)CCc2nnc(CCc3ccccc3)o2)n1 (stereo not drawn),5%,6%,-14%
C[C@@H]1CN([C@@H](C)CO)C(=O)c2cc(NC(=O)Nc3ccc(F)cc3)ccc2O[C@@H]1CN(C)Cc1ccc(Oc2ccccc2)cc1,5%,x,-12%
CCCC(=O)Nc1c2c(nn1-c1cccc(C)c1C)CS(=O)(=O)C2,-2%,-20%,-10%
O=C(NC12CC3CC(CC(C3)C1)C2)c1ccc(-c2ccccc2Cl)o1,-12%,18%,3%
Cc1[nH]n2c(=O)cc(C(C)C)nc2c1-c1ccccc1,-7%,1%,2%
Cc1noc(NS(=O)(=O)c2ccc(NC(=O)c3cnc4n(c3=O)CCS4)cc2)c1C,-4%,-5%,-4%
NC(=O)CC(NC(=O)Cc1cccc2ccccc12)c1ccc(N2CCN(c3ccccn3)CC2)c([N+](=O)[O-])c1 (stereo not drawn),14%,-3%,-1%
CCOC(=O)C1CCCN(S(=O)(=O)c2cccc3nsnc23)C1 (stereo not drawn),18%,-11%,-8%
COc1cc(/C=C/CN2CCC(CO)(CC3CCCCO3)CC2)ccc1O (stereo not drawn),3%,-10%,4%
CCOC(=O)CSC1=C(C#N)C(c2ccco2)C(C(=O)OCc2ccccc2)=C(C)N1 (stereo not drawn),-14%,-2%,-5%
COc1cc2c(cc1OC)C(=S)NC(C)(C)C2,-4%,-9%,-14%
CCC(=O)N1c2nc(-c3ccco3)nn2C2(CCCCC2)[C@@H]2CCCC[C@@H]21,-4%,x,-8%
COc1cc2nc(C3CCC3)nc(N3CCN(c4ccccn4)CC3)c2cc1OC,-7%,-18%,-5%
COc1ccc(OC)c(C(c2c(O)nc(SC)[nH]c2=O)c2c(O)nc(SC)[nH]c2=O)c1,2%,-8%,2%
Cc1cccc(C)c1NC(=O)COC(=O)c1ccccc1O,-2%,-9%,1%
CCOc1ccc(N(C(=O)c2ccc(OC)cc2)S(=O)(=O)c2ccc3c(c2)n(C)c(=O)n3C)cc1,-13%,x,-7%
COc1ccc(C(=O)Nc2ccc3ncccc3c2)cc1,-2%,-11%,-2%
CCOc1ccc(S(=O)(=O)N(C(=O)c2ccncc2)c2ccc3oc(C)c(C(=O)OC)c3c2)cc1,-4%,x,-18%
Cc1cccc(Cn2c(CN3CCC(C(=O)NCCc4ccccc4)CC3)cc3ccccc32)c1,9%,x,-2%
Cc1ccc(NC(=O)C(c2ccccc2)N2CCN(C(=O)c3ccco3)CC2)cc1 (stereo not drawn),-3%,x,-1%
CCOc1ccc(N(CC(=O)NC2CCCCC2)C(=O)CSc2nnc(COc3ccccc3)o2)cc1,-5%,-1%,-14%
O=C1OCCC1Sc1nc2ccccc2[nH]1 (stereo not drawn),-14%,2%,-7%
Cc1nn(-c2ccccc2)c(NC(=O)NS(=O)(=O)c2ccc(Cl)cc2)c1C#N,x,1%,-8%
Cc1cccc(N2C(=O)N(Cc3ccc(C(C)(C)C)cc3)c3ccccc3S2(=O)=O)c1,-15%,x,-7%
Cc1ccc(N(CC2CO2)S(=O)(=O)c2ccc(C)cc2)cc1 (stereo not drawn),-20%,26%,2%
CC1(C)Cc2c(C#N)c(N3CCOCC3)nc(Cc3ccccc3)c2CO1,2%,2%,-7%
N#CCc1nn2c(-c3ccccc3)ccnc2c1C#N,17%,u,u
COC(=O)c1nc(Cl)c(Cl)c(N)c1Cl,3%,3%,-14%
Cc1ccc(N=C2S/C(=C\c3cn(CC(=O)O)c4ccccc34)C(=O)N2C)cc1,-15%,-12%,-10%
CC(=O)C1C(c2ccc(Cl)cc2)c2c(n[nH]c2C)CC1(C)O (stereo not drawn),1%,-4%,-4%
Cc1ccc(NC(=O)CC2CS(=O)(=O)CC2CC(=O)Nc2ccc(C)c(C)c2)cc1C (stereo not drawn),6%,-10%,0%
CCc1cccc2c(C(=O)C(NCCOC)c3ccccc3)c[nH]c12 (stereo not drawn),-3%,-10%,0%
CC(=O)N/C(=N\OCc1ccccc1Cl)c1nonc1NC(C)=O,3%,0%,-5%
O=C(Nc1cccnc1)c1cccc(S(=O)(=O)Nc2cccc(Cl)c2)c1,-8%,x,-3%
COC(=O)c1ccc(NC(=O)c2cccnc2)cc1,1%,4%,-6%
Cc1ccc(OC(=O)CCN2C(=O)c3ccccc3C2=O)cc1C,-10%,16%,-9%
CC(C)CN(C(=O)COC(=O)CCC(=O)c1ccc(Cl)cc1)c1c(N)n(Cc2ccccc2)c(=O)[nH]c1=O,-3%,4%,0%
Cc1ccc(C(=O)Nc2ccc(S(=O)(=O)N(Cc3ccccc3)c3ccccc3)cc2)cc1,-13%,x,-19%
Cc1ccc(-c2csc3ncnc(N4CCN(S(=O)(=O)c5cccs5)CC4)c23)cc1,-9%,x,-3%
CCC(C)NS(=O)(=O)c1ccc(F)c(C(=O)Nc2c(F)cc(F)cc2Br)c1 (stereo not drawn),0%,8%,-12%
COc1ccc(S(=O)(=O)Nc2ccc(C)cc2)cc1OC,-7%,5%,u
CC(Oc1ccccc1)C(=O)NC1CCSc2ccccc21 (stereo not drawn),12%,x,-2%
COc1cc(/C=C2\NC(=S)N(C)C2=O)ccc1OCc1cccc(F)c1,-15%,-2%,-16%

# In a second layout: results already given.
smiles | FEN1 inhibitor | N370S GC | GCN5L2 inh
Cc1ccc(C(=O)Nc2ccc(S(=O)(=O)N(Cc3ccccc3)c3ccccc3)cc2)cc1 | -13% | x | -19%
Cc1ccc(-c2csc3ncnc(N4CCN(S(=O)(=O)c5cccs5)CC4)c23)cc1 | -9% | x | -3%
CCC(C)NS(=O)(=O)c1ccc(F)c(C(=O)Nc2c(F)cc(F)cc2Br)c1 (stereo not drawn) | 0% | 8% | -12%
COc1ccc(S(=O)(=O)Nc2ccc(C)cc2)cc1OC | -7% | 5% | u

# The listing picks up with the 4 entries that preceded the break.
SMILES,FEN1 inhibitor,N370S GC,GCN5L2 inh
CCC(C)NS(=O)(=O)c1ccc(F)c(C(=O)Nc2c(F)cc(F)cc2Br)c1 (stereo not drawn),0%,8%,-12%
COc1ccc(S(=O)(=O)Nc2ccc(C)cc2)cc1OC,-7%,5%,u
CC(Oc1ccccc1)C(=O)NC1CCSc2ccccc21 (stereo not drawn),12%,x,-2%
COc1cc(/C=C2\NC(=S)N(C)C2=O)ccc1OCc1cccc(F)c1,-15%,-2%,-16%
COc1ccc(N2C(=O)CCC2(C(N)=O)c2ccccc2)cc1 (stereo not drawn),x,-6%,-9%
COc1cccc(CNC(=O)c2cnc(N3CCCC3)nc2C)c1,-7%,x,4%
Cc1c(C(=O)N(C)C(C)c2ccccn2)oc2c(F)cccc12 (stereo not drawn),-2%,8%,-9%
CCCn1nnnc1NC(=O)c1cc(Cl)ccc1Cl,0%,20%,-1%
N#Cc1cnn(-c2ccccc2)c1NC(=O)CN1CCN(c2ccccc2)CC1,-5%,-5%,-7%
CNS(=O)(=O)c1cc(Cl)ccc1Sc1ccccc1C(=O)O,8%,-1%,-3%
COC(=O)/C(=N/Nc1cccc(C)c1)N1CCCc2ccccc21,-1%,10%,-16%
CCOc1ccc(NC(=O)CN(C)C(=O)c2ccc3[nH]c4c(c3c2)CC(C)CC4)cc1OCC (stereo not drawn),4%,-1%,-20%
O=C1NCCCC1C(=O)NCCNC(=O)C(F)(F)F (stereo not drawn),1%,-4%,3%
Cc1nc(SCC(=O)NCC2CCCO2)c2c(C)c(C)sc2n1 (stereo not drawn),-1%,x,4%
O=C(CC(c1ccccc1)c1ccccc1)Nc1ccc(C(=O)O)cc1,-1%,-2%,7%
COc1ccc(CN(C)C(C)C(=O)Nc2cccc3ccccc23)cc1 (stereo not drawn),-4%,-5%,-8%
NS(=O)(=O)c1cc2c(cc1C(F)(F)F)NCNS2(=O)=O,0%,11%,-7%
CC(=O)N1CCc2cc(S(=O)(=O)NC(CC(C)C)C(=O)NCCc3ccc(C)cc3)ccc21 (stereo not drawn),8%,x,-1%
O=C(NC1CCCCC1)C1CCN(c2cnccn2)CC1,-3%,-1%,-3%
O=c1cccc2n1Cc1cc3ccccc3nc1-2,-16%,u,u
CCN(CC)C(=O)c1ccccc1NC(=O)c1cccc(S(=O)(=O)N(CC)CC)c1,-1%,13%,-3%
CN(CCCNC(=O)C1CCC(=O)N1Cc1ccccc1Cl)c1ccccc1 (stereo not drawn),-3%,7%,-4%
